KCNK3 inh: human KCNK3 channel inhibition, primary screen; CHO-KCNK3 thallium flux, FluxOR fluorescence; hits give low values; hit rate 0.84% among 340,000; B-score at 10 µM; AID 602410;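 active means B-score under library mean minus 4 SD, starting fluorescence ratio at most library mean plus 5 SD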;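 further: more negative B-score means stronger inhibition of thallium flux through KCNK3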
Target sequence (O14649 whole entry, looked up): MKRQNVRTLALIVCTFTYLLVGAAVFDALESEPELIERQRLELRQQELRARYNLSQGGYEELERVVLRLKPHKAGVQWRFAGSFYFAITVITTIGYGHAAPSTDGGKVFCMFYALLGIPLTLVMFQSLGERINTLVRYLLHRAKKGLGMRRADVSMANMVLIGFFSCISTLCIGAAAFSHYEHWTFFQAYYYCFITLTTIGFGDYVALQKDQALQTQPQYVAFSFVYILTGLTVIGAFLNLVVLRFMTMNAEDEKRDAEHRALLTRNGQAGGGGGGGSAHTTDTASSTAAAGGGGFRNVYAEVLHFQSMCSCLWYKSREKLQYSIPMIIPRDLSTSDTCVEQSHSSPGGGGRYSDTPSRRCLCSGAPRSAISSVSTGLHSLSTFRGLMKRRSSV
ANO1 activ: mouse TMEM16A channel activation, primary screen. Q8BHY3. HEK293 TMEM16A/YFP-H148Q/I152L, iodide quench fluorescence; hits give low values. B-score at 10 µM. hit rate 0.3% among 340,000. AID 623877;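 active means fluorescence-ratio B-score plate-corrected deviation score at least 3 library SD below zero, with starting fluorescence score within 5 deviations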;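 further: channel opened by trigger with iodide after compound preincubation; score built on the fluorescence ratio of max minus min over baseline; more negative score means more quench and so TMEM16A activation or potentiation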
The depositor's hits bear a star; i = inactive. A portion of the library, so the mix of outcomes need not match the whole.

A first look (6 entries):
SMILES	KCNK3 inh	ANO1 activ
COC(=O)C1=C(C(=O)OC)[C@]2([C@@H]3CC=CCN[C@@H](Cc4ccccc4)C(=O)N3Cc3ccccc3)C=C[C@H]1O2	i	i
CCOC(=O)c1c(C)[nH]c(C)c1C(=O)COC(=O)c1ccc(Cl)nc1	i	i
Cc1cc(Br)c(NC(=O)CSc2n[nH]c(N)n2)c(Br)c1	i	i
Cn1ccc(NC(=O)c2ccc([N+](=O)[O-])cc2)n1	i	i
CCc1ccc(NC(=O)C(C)OC(=O)Cc2cc(OC)c(OC)c(OC)c2)cc1 (configuration not stated)	-11*	i
CC(C)(C)N(Cc1ccccc1)C(=O)CN1C(=O)c2ccccc2S1(=O)=O	i	i

The list itself, previewed entries included:
SMILES	KCNK3 inh	ANO1 activ
COC(=O)C1=C(C(=O)OC)[C@]2([C@@H]3CC=CCN[C@@H](Cc4ccccc4)C(=O)N3Cc3ccccc3)C=C[C@H]1O2	i	i
CCOC(=O)c1c(C)[nH]c(C)c1C(=O)COC(=O)c1ccc(Cl)nc1	i	i
Cc1cc(Br)c(NC(=O)CSc2n[nH]c(N)n2)c(Br)c1	i	i
Cn1ccc(NC(=O)c2ccc([N+](=O)[O-])cc2)n1	i	i
CCc1ccc(NC(=O)C(C)OC(=O)Cc2cc(OC)c(OC)c(OC)c2)cc1 (configuration not stated)	-11*	i
CC(C)(C)N(Cc1ccccc1)C(=O)CN1C(=O)c2ccccc2S1(=O)=O	i	i
COc1cc(C(=O)NNC(=O)c2cc(S(=O)(=O)N(C)C)ccc2N2CCCC2)cc(OC)c1OC	i	i
O=S(=O)(c1ccccc1)N1CCN(S(=O)(=O)c2ccccc2)c2ccccc21	i	i
Nc1nc(SCC(=O)N2N=C3/C(=C\c4ccco4)CCCC3C2c2ccco2)n[nH]1 (configuration not stated)	i	i
COc1cc(/C=C/C(=O)OCC(=O)Nc2cccc(F)c2)ccc1O	i	i
COc1ccc(C2/C(=C(/O)c3ccc4c(c3)CC(C)O4)C(=O)C(=O)N2CCCn2ccnc2)cc1OC (configuration not stated)	i	i
Cc1noc(C)c1COC(=O)c1csc2c1CCC(C)C2 (configuration not stated)	i	i
Cc1ccc(-n2ncc3c(=O)n(CC(=O)N4CCN(C(=O)c5ccco5)CC4)cnc32)cc1	i	i
COc1ccc([C@H]2CC(=O)C=C(c3ccc(CO)cc3)C2)cc1	i	i
CN(C(=O)COC(=O)CNC(=O)c1sc2ccccc2c1Cl)C1CCS(=O)(=O)C1 (configuration not stated)	i	i
CCN(CC)S(=O)(=O)c1cccc(C(=O)OCC(=O)NCCN2C(=O)CSC2=O)c1	i	i
Cc1nc(SCC(=O)Nc2cccc(S(=O)(=O)N3CCOCC3)c2)nc(C)c1C	i	i
CCCCN1CC[C@@H]2C=CC[C@H](C(=O)OC)[C@@H]2C1=O	i	i
Cc1cc(=O)[nH]c(SCC(=O)N2CCCC2)n1	i	i
CCOC(=O)C1=C(C)NC(C)=C(C(=O)OCC)C1C(=O)OCC(=O)NCCc1ccccc1	i	i
N#Cc1ccccc1S(=O)(=O)N1CCN(C(=O)c2cn(-c3ccccc3)nc2-c2cccnc2)CC1	i	i
O=C(OCc1nnc(-c2ccc([N+](=O)[O-])cc2)o1)C1CCN(C(=O)c2ccc(Cl)cc2)CC1	i	i
NC(=O)COC(=O)[C@H](Cc1ccccc1)NS(=O)(=O)c1ccc2c(c1)OCCO2	i	i
CCCCC/C=C/C1=CC(=O)C[C@H](c2ccc3c(c2)OCO3)C1	i	i
CN(CC(=O)Nc1ccc(F)cc1)C(=O)c1cccc(NS(=O)(=O)c2ccccc2)c1	i	i

Later entries
SMILES	KCNK3 inh	ANO1 activ
Cc1ccc2c(CC(=O)Nc3ccc(F)c(S(=O)(=O)N4CCOCC4)c3)coc2c1	i	i
CCC(=O)c1ccc(OCC(=O)NC2CCCC2)cc1	i	i
O=C(NCc1cccc(C(F)(F)F)c1)N1CCN(C(=O)c2ccccc2)CC1	i	i
O=C1CCC(C(=O)OCC(=O)Nc2cc(Cl)ccc2F)=NN1	i	i
OCC(O)C(O)C(O)c1cnn(-c2ccccc2)n1 (configuration not stated)	i	i
Cc1ccc(C(=O)C=Cc2cccc(C)c2)cc1	i	i
CCOC(=O)c1c(C)[nH]c(-c2csc(N)n2)c1C	i	i
CCOC(=O)c1c(SCCN2CCCC2)n(-c2ccccc2)c(=S)n(-c2ccccc2)c1=O	i	i
Cc1cccc(OCC(=O)NNC(=O)c2ccccc2OCc2c(C)noc2C)c1	i	i
C[C@@H]1CN([C@H](C)CO)C(=O)c2cccc(NC(=O)Nc3ccc(C(F)(F)F)cc3)c2O[C@H]1CN(C)S(=O)(=O)c1cccs1	i	i
COc1cc2c[n+](C)c3c4ccccc4ccc3c2cc1OC	i	i
COc1ccc(CN([C@H](CO)CC(C)C)S(=O)(=O)N(Cc2ccccc2)[C@H](CO)CC(C)C)cc1	i	i
CCCCNc1c(-c2cccc(SC(C)CC)c2)nc2ccc(Cl)cn12 (configuration not stated)	i	i
Cc1cc(NC(=O)CSCC(=O)Nc2cc(Cl)ccc2N2CCN(C)CC2)no1	i	i
CCCc1cc(=O)[nH]c(SCC(=O)N(C)C2CCCCC2)n1	i	i
COc1ccc(NC(=O)c2ccc(NC(=O)c3nc4nccc(C)n4n3)cc2)cc1	i	i
CCN1C(=O)[C@@H]2[C@@H](c3ccc(-c4ccc(F)cc4)c(OC)c3)N3CCC[C@@]3(C(=O)OC)[C@@H]2C1=O	i	i
O=C(CN1CCN(S(=O)(=O)c2ccccc2Cl)CC1)NCC1(N2CCOCC2)CCCCC1	i	i
OC[C@H]1O[C@H](OCCc2ccc(O)cc2)[C@H](O)[C@@H](O)[C@@H]1O	i	i
O=C(COC(=O)c1ccc(O)cc1O)NC(=O)Cc1ccccc1	i	i
COc1ccc2cc(C3=CC(=O)C[C@H](c4ccc5c(c4)OCO5)C3)ccc2c1	i	i
O=C(NCCOc1ccc(Cl)cc1)C1CC(=O)N(c2ccc3c(c2)OCCO3)C1 (configuration not stated)	i	i
Cc1cc(NS(=O)(=O)c2ccc(NC(=O)/C=C/c3ccccc3)cc2)nc(C)n1	i	i
Cc1ccc(C2(c3ccccc3)NC(=O)N(CC(=O)N3CC(=O)Nc4ccccc43)C2=O)cc1C (configuration not stated)	i	i
Cc1cc(C)c(CN2CCN(C(=O)Cn3ccc(NC(=O)OCc4ccccc4)nc3=O)CC2)c(C)c1	i	i

(more compounds)
SMILES	KCNK3 inh	ANO1 activ
CCc1ccc(NC(=O)COC(=O)/C=C/c2ccco2)cc1	i	i
CC1CCN(S(=O)(=O)c2ccc(Cl)s2)CC1	i	i
O=C(OCC(=O)N1CCc2ccccc2C1)c1c(F)cccc1Cl	i	i
CN(Cc1cccs1)S(=O)(=O)c1ccc(Cl)cc1F	i	i
O=C(CNC(=O)c1ccc(Cl)cc1)OCn1nnc2ccccc2c1=O	i	i
S=C(c1ccc2c(c1)OCO2)N1CCN(c2cccc(Cl)c2)CC1	i	i
COC(=O)c1ccccc1S(=O)(=O)N1CCC(C(=O)Nc2ccccc2N2CCOCC2)CC1	i	i
Cc1nn(-c2ccccc2)c2nc(C(F)F)cc(C(F)F)c12	i	i
CC1(C)NC(=O)N(CC(=O)N2CCN(S(=O)(=O)c3ccccc3C(F)(F)F)CC2)C1=O	i	i
O=C(CCC(=O)Nc1ccccc1Cl)NNC(=O)COc1ccc([N+](=O)[O-])cc1	i	i
Cc1cccc(N2CCN(C(=O)c3ccc(NC(=O)CC4SC(N5CCCC5)=NC4=O)cc3)CC2)c1C (configuration not stated)	i	i
CC1CCN(C(=O)c2nc[nH]c2C(=O)O[C@H](C)c2ccccc2)CC1	i	i
COCCCN(C(=O)c1cc(C)oc1C)c1c(N)n(CC(C)C)c(=O)[nH]c1=O	i	i
CCOc1ccc(N2CC(C(=O)NCCCc3ccccc3)CC2=O)cc1 (configuration not stated)	i	i
Cc1ccc(O)c(CN(C)Cc2cc(C)ccc2O)c1	i	i
O=C(c1ccccc1)N1CCCCC1	i	i
CCOC(=O)C1=C(COC(=O)Cc2c(F)cccc2Cl)NC(=O)NC1C (configuration not stated)	i	i
O=c1[nH]nc(SC2CCCCC2)c(=O)[nH]1	i	i
CC(Oc1cccnc1[N+](=O)[O-])C(=O)Nc1ccc(F)cc1 (configuration not stated)	i	i
COc1ccc(S(=O)(=O)N2CCN(C(=O)c3cc(C)on3)CC2)cc1	i	i
Cc1ccc2cccc(OCC(=O)Nc3cccc(S(=O)(=O)N4CCCC4)c3)c2n1	i	i
CCOC(=O)C1=CC[C@@H](c2cccc(C)c2)N(S(=O)(=O)c2ccc(C)cc2)[C@H]1C(=O)OCC	i	i
Nc1c(C(=O)NCC2CCCO2)sc2nc3c(c(-c4ccco4)c12)CC/C3=C\c1ccco1 (configuration not stated)	-12*	i
COc1ccccc1NC(=O)CNC(=O)CC12CC3CC(CC(C3)C1)C2	i	i
Cc1ccc(C2(C)NC(=O)N(CC(=O)NC3CCCCC3)C2=O)cc1 (configuration not stated)	i	i

Further compounds.
SMILES	KCNK3 inh	ANO1 activ
Cc1ccc(S(=O)(=O)N2CCN(C(=O)COC(=O)/C=C/c3ccc(OC(F)F)cc3)CC2)cc1	i	i
CN(CC(=O)Nc1cccc(F)c1)C(=O)CN1C(=O)C2CCCCC2C1=O (configuration not stated)	i	i
COc1ccc(/C=C2/CCCc3ccccc3C2=O)cc1	i	i
Cc1ccc(S(=O)(=O)NCC(=O)NNC(=O)c2ccccc2Cl)cc1C	i	i
CC1CCCCC1NC(=O)CSC1=Nc2ccccc2C2CC=NN12 (configuration not stated)	i	i
Cc1ccc(C(=O)Nc2ccccc2N2CCCCC2)cc1S(=O)(=O)N1CCOCC1	i	i
O=C(COC(=O)Cc1ccc([N+](=O)[O-])cc1)NCc1ccc2c(c1)OCO2	i	i
CCN(C(=O)COC(=O)C1CC1C)c1c(N)n(Cc2ccccc2)c(=O)[nH]c1=O (configuration not stated)	i	i
CCS(=O)(=O)Nc1ccc(C2=NN(C(=O)c3ccco3)C(c3ccc(Cl)o3)C2)cc1 (configuration not stated)	i	i
O=C(O)c1ccc(S(=O)(=O)c2ccccc2)s1	i	i
CCN(CC(=O)Nc1c(F)cccc1F)C(=O)CCCOc1ccccc1	i	i
O=C1C=C(c2ccc(O)cc2)C[C@@H](c2ccc(Cl)cc2)C1	i	i
C[C@H](CO)N1C[C@H](C)[C@@H](CN(C)S(C)(=O)=O)Oc2c(NC(=O)Nc3ccc(C(F)(F)F)cc3)cccc2C1=O	i	i
O=C(CSc1nc2[nH]c(=O)cc(O)c2s1)Nc1cccc(Br)c1	i	i
O=C(CNc1ccc(Br)cc1)NC(=O)NC1CCCCC1	i	i
CC(N=C1NS(=O)(=O)c2ccccc21)C(=O)Nc1ccc(F)cc1Cl (configuration not stated)	i	i
COc1ccccc1[C@@]1(C)ON(c2ccccc2C(F)(F)F)C1=O	i	i
COc1ccc(COC(=O)CNC(=O)C2CCCCC2)cc1F	i	i
CCOc1ncccc1C(=O)Nc1cc(S(=O)(=O)N2CCCCCC2)ccc1OC	i	i
COc1cc2c(C#CCCO)c(-c3ccc(C#N)cc3)oc(=O)c2cc1OC	i	i
CCC1(c2ccc(OC)cc2)NC(=O)N(CC(=O)NC2CCCCC2C)C1=O (configuration not stated)	i	i
CC(=O)N(C(C)=O)c1ncn(C)c1S(=O)(=O)Nc1ccccc1	i	i
CC(=O)CSc1nc(CCc2ccccc2)c(C#N)c(=O)[nH]1	i	i
Cc1cc(C)n2c(SC(C)C(=O)NC3(C#N)CCCCC3)nnc2n1 (configuration not stated)	i	i
CC1CCC(NC(=O)c2cccn2C)CC1 (configuration not stated)	i	i

Compounds listed so far with bromine, in the order listed:
SMILES	KCNK3 inh	ANO1 activ
Cc1cc(Br)c(NC(=O)CSc2n[nH]c(N)n2)c(Br)c1	i	i
O=C(CSc1nc2[nH]c(=O)cc(O)c2s1)Nc1cccc(Br)c1	i	i
O=C(CNc1ccc(Br)cc1)NC(=O)NC1CCCCC1	i	i

The listing continues.
SMILES	KCNK3 inh	ANO1 activ
CCCn1cnc2c(SCc3ccccn3)nc(N)nc21	i	i
Cc1cc(C)cc(NC(=O)Cc2ccc(S(=O)(=O)N3CCCC3)s2)c1	i	i
N#CC1C(=O)NC(c2ccccc2)=CC1c1ccccc1 (configuration not stated)	i	i
CC(=O)Nc1ccc(C=NNC(=O)C2CC2)cc1	i	i
Cc1ccc(N2CC(C(=O)Nc3cccc(C(=O)NC4CC4)c3)CC2=O)cc1 (configuration not stated)	i	i
CCOC(=O)C1=C(O)/C(=C/c2ccc(-c3ccccc3C(=O)O)o2)SC1=Nc1ccc(C)cc1	i	i
CC(C)c1ccc(S(=O)(=O)Nc2ccc(-n3cnnn3)cc2)cc1	i	i
O=C(COC(=O)/C=C/c1cccc(C(F)(F)F)c1)NCCN1C(=O)CSC1=O	i	i
COc1cccc(-c2ncc3ccccc3c2COC(=O)N2CCCCC2)c1	i	i
COc1ccc(S(=O)(=O)N2CCOCC2)cc1NC(=O)COc1ccc2ccc(=O)oc2c1	i	i
CCNc1nnc(SCC(=O)c2c(N)n(C3CC3)c(=O)[nH]c2=O)s1	i	i
COc1cc2c(C#CCCCO)c(-c3ccc(C#N)cc3)oc(=O)c2cc1OC	i	i
CC(Sc1ccccc1F)C(=O)Nc1ccc2c(c1)OCCO2 (configuration not stated)	i	i
CC(=O)Nc1ccc(S(=O)(=O)N[C@@H](C)C(=O)OCC(=O)c2ccc[nH]2)cc1	i	i
CC(C)=N/N=C1/NC(=O)C(c2ccccc2)S1 (configuration not stated)	i	i
COc1ccc(CCNC(=O)c2ccc(OCc3c(C)noc3C)cc2)cc1OC	i	i

Compound profiles, as listed above. Order of values: KCNK3 inh	ANO1 activ
COc1cc2c(C#CCCCO)c(-c3ccc(C#N)cc3)oc(=O)c2cc1OC across the screens: i	i
N#CC1C(=O)NC(c2ccccc2)=CC1c1ccccc1 (configuration not stated) across the screens: i	i

Source: PubChem BioAssay (Johns Hopkins Ion Channel Center)
